PPARg SRC-2 ag – promotes SRC-2 coactivator recruitment by human PPARgamma | P37231 | PPARgamma LBD-SRC-2 recruitment, biochemical | activation, % at 8 µM | hit rate 0.34% among 200,000 | AID 1032; in the data active = activation above about 22%;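 note: 0% = vehicle and 100% = reference agonist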
Target sequence (P37231 whole entry, looked up, the tested form may be a part): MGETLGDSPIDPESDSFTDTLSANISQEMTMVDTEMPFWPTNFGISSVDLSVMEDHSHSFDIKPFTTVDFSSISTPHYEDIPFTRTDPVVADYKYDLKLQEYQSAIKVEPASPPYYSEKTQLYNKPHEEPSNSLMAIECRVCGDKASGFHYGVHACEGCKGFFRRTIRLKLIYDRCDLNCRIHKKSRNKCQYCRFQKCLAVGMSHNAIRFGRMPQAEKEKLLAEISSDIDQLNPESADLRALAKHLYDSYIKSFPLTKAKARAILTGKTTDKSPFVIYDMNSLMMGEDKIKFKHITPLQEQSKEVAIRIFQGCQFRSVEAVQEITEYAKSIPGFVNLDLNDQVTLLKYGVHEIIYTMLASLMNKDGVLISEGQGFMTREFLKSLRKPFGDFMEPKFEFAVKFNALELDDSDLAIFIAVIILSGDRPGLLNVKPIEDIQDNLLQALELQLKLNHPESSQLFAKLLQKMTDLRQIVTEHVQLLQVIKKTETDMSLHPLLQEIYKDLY
bIAP inhibitor – blocks bovine intestinal alkaline phosphatase activity; purified bovine IAP, CDP-star luminescence, 30 min; inhibition, % at 20 µM; 190,000 tested, under 10 active;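 active = over 50% inhibition of intestinal alkaline phosphatase at 20 µM in the single-dose screen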
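System: purified bovine intestinal alkaline phosphatase (IAP) enzyme; Input: IAP diluted 1/65,000,000 in the well; Measured by: CDP-star luminescence signal; Compound dosing: 20 µM single dose; Incubation: 30 min reaction at room temperature.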
ROMK mod – modulates human ROMK potassium channel activity; Tet-inducible ROMK, thallium flux fluorescence; actives lie on both sides; B-score at 10 µM; hit rate 2% among 130,000;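 active = signal ratio slope over the read window, or its plate-corrected B-score, at least 3 SD from the plate mean, either direction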;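 note: B-score of the F/F0 ratio slope over 7 to 12 s after thallium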
STAT1 inh – reduces IFN-gamma driven STAT1 reporter signal; NIH 3T3 STAT1-luciferase reporter, luminescence; inhibition, % at 5.5 µM; hit rate 0.35% among 200,000;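 active = inhibition above a set limit, the mean inhibition across all tested compounds plus 3 SD, cut at about 34% in these data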;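 note: 0% = IFN-gamma with DMSO and 100% = IFN-gamma with 300 µM nifuroxazide; values of inactives mirror those of a sister screen read the other way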
TR-FRET SRC-2 ct – TR-FRET artefact, counter-screen to PPARgamma/SRC-2 agonist assay | hits give high values | TR-FRET ratio at 8 µM | hit rate 0.4% among 200,000; in the data active = TR-FRET ratio above about 2000; note: inactives centre near 1500
PPARg SRC3 recr – PPARgamma-driven SRC-3 recruitment agonism. P37231. biochemical PPARgamma/SRC-3 coactivator recruitment assay. activation, % at 8 µM. hit rate 0.26% among 200,000. AID 731; in the data active = activation above about 23%;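 note: 0% = DMSO and 100% = reference agonist; some compounds past the cut are filed as inactive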
STAT3 act – STAT3 signaling activation; U3A cells, IL-6 STAT3-luciferase reporter, luminescence; 100% = signal with IL-6 EC80 alone; activation (% of control), % at 5.6 µM; hit rate 0.91% among 190,000; AID 871;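 active = activation above the screen-wide mean of compound activation plus 3 SD, cut at about 130% in these data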;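 note: 0% = background luminescence of wells with medium and substrate only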
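Test system: human U3A cells carrying STAT3-luciferase construct; control set: IL-6-only wells as 100% reference; timing: compound pre-incubation 1 h before IL-6, then 6 h stimulation at 37 °C; also added: IL-6 stimulus at 33 ng/mL final; evaluation: % activation versus median of IL-6-stimulated wells; detection: reporter luminescence signal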
bIAP activator – increases bovine intestinal alkaline phosphatase activity | purified bovine IAP, CDP-star luminescence, 30 min; hits give high values; fold of DMSO-control signal, blank-subtracted | AID 1016 | activation factor at 20 µM | hit rate 0.17% among 200,000;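 active = activation factor of 2 or more at 20 µM, a signal rise over negative controls twice the positive control's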
PPARg SRC1 recr – PPARgamma-driven SRC-1 recruitment agonism. PPARgamma-SRC-1 coactivator recruitment biochemical assay. activation, % at 8 µM. hit rate 0.41% among 200,000. AID 631; in the data active = activation above about 19%;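 note: 0% = DMSO and 100% = reference agonist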
STAT3 inh – inhibitors of IL-6 induced STAT3 signaling | U3A cells, IL-6 STAT3-luciferase reporter, luminescence; host cell line lacks STAT1 | inhibition, % at 5.5 µM | hit rate 0.89% among 190,000 | AID 862;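 active = inhibition above the mean inhibition across all screened compounds plus 3 SD, cut at about 44% in these data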;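 note: 0% = DMSO only wells and 100% = 100 µM nifuroxazide control wells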
TNAP act hi DEA – TNAP (human) activation, high acceptor; 200,000 tested, under 10 active; activation factor at 20 µM; purified TNAP, CDP-star luminescence, 1 M DEA, 30 min; hits give high values; 0 = EDTA background, 1 = DMSO-only activity;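 active = activation factor at least 2 at 20 µM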
Target sequence (P05186 whole entry, looked up): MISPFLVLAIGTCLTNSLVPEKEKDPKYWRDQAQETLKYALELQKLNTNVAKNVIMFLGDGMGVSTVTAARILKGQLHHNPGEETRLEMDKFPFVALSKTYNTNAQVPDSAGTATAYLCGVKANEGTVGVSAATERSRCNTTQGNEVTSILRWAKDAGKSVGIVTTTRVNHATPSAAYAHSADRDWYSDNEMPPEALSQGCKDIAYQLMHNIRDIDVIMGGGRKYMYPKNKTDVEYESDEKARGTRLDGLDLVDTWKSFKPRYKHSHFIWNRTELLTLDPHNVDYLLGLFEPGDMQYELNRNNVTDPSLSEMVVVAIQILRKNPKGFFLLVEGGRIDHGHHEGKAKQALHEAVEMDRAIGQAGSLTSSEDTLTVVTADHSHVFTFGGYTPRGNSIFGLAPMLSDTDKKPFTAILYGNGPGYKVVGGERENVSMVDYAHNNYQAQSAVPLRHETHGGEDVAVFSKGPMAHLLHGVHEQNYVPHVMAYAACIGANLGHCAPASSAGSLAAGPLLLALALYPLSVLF
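Control set: EDTA negative control, DMSO positive control / Assay system: human TNAP / Quantity: TNAP 1/800 final / Evaluation: TNAP activation factor scaled between EDTA and DMSO control wells / Measured by: luminescent substrate turnover signal / Compound dosing: one dose, 20 µM / Times: 30 min enzyme reaction at room temperature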
Active calls of the source: *; nt = not tested or not shown.

SMILES	PPARg SRC-2 ag	bIAP inhibitor	ROMK mod	STAT1 inh	TR-FRET SRC-2 ct	PPARg SRC3 recr	STAT3 act	bIAP activator	PPARg SRC1 recr	STAT3 inh	TNAP act hi DEA
O=C(NCCC1=CCCCC1)C1CCCN(S(=O)(=O)c2cccc3cccnc23)C1 (centres undefined)	-5	-25	nt	3	1352	-3	96	1.2	-2	14	1
CC1=CC(C)(C)N(C(=O)CSc2nnc(C)s2)c2ccc(C)cc21	2	0	nt	3	1432	-6	95	1	1	17	1
COc1ccc(N=c2oc3cc(O)ccc3cc2C(=O)NCC2CCCO2)cc1 (centres undefined)	3	26	0.027	-8	1492	15	70	0.7	3	37	0.9
OC(CN1CCN(c2ccccn2)CC1)Cn1c2ccc(Cl)cc2c2cc(Cl)ccc21 (centres undefined)	-6	-7	0.3	1	1414	-5	100	1.1	-2	0	1
O=C(NCC(c1ccco1)N1CCOCC1)c1cccc([N+](=O)[O-])c1 (centres undefined)	3	-3	-0.007	3	1661	2	89	1	8	21	1.1
O=C(CSc1nc2ccccc2c2nc3ccccc3n12)NCc1ccco1	5	-30	-0.036	-7	1747	5	93	1.3	0	11	1.1
O=C([C@H](Cc1ccc(O)cc1)n1cc(CCO)nn1)N1CCNCC1	-2	2	nt	1	1624	-1	nt	1	4	nt	1
c1ccc(Cn2ccnc2SCc2nnc(-c3ccccc3)o2)cc1	-7	1	-0.009	2	1528	-7	93	1	-5	12	1
O=C(Nc1nc2ccccc2[nH]1)C1CCCC1	-2	-44	-0.031	-44	1500	-1	107	1.4	1	-4	1
CC(C)(C)SCCNC(=O)/C=C/c1cccc([N+](=O)[O-])c1	-6	3	-0.34	-12	1565	-4	104	1	-7	-5	1
O=C(CSc1nnnn1Cc1ccccc1)NCC(=O)c1ccccc1	23*	12	nt	4	1643	9	98	0.9	6	8	1.1
NC(=S)NNC(=O)[C@@H]1CCCC[C@@H]1C(=O)O	2	-12	0.22	-6	1330	3	83	1.1	7	23	1
CN(Cc1nc2ccc(F)cc2[nH]1)Cc1c(C(=O)N(C)C)nc2ccc(Cl)cn12	3	-15	-0.088	6	1492	6	98	1.2	1	7	1
OC1(c2cccs2)CN(c2ccc(Cl)cc2)C2=[N+]1CCCC2 (centres undefined)	-6	-7	-1.3	14	1507	-5	107	1.1	2	-2	1
COCCNC(=O)C(c1cccnc1)N(Cc1ccc(C)cc1)C(=O)Cn1nnc2ccccc21 (centres undefined)	-2	4	0.045	-1	1531	-2	105	1	2	1	1
O=C(N/N=C/c1ccc(OC(F)F)cc1OC(F)F)NC1CCCCC1	3	-3	0.61	0	1673	4	103	1	3	-1	1
COc1ccc(Cn2nnnc2C(c2cc3cc(C)ccc3[nH]c2=O)N2CCN(C)CC2)cc1 (centres undefined)	-7	-6	-3	-3	1549	-4	105	1.1	-2	0	1
O=C(c1cc2c([nH]c1=O)CCCC2)N1CCc2c([nH]c3ccccc23)C1c1ccccc1F (centres undefined)	5	-10	-0.99	8	1608	-1	130	1.1	4	-27	1.1
CCN(CC)S(=O)(=O)c1cc(C(=O)c2nccn2C)ccc1Cl	10	-9	-0.0035	1	1728	5	100	1.1	5	4	1
CCCCn1nnc(NC(=O)c2sc3cc(Cl)ccc3c2Cl)n1	16	17	0.19	-8	1902	21	84	0.8	11	22	0.9
C/C(=N\Nc1ncc(Cl)cc1Cl)c1ccc(C#N)cc1	2	7	-0.42	-6	1441	1	76	0.9	-7	30	1.1
COc1cc(/C=C/C(=O)N2CCCN(C(=O)/C=C/c3cc(OC)c(OC)c(OC)c3)CC2)cc(OC)c1OC	1	-13	-0.94	9	1484	0	101	1.1	-8	2	1
Cc1cc(N2CCN(C)CC2)n2cc(-c3ccc(F)cc3)nc2n1	7	10	nt	-3	1494	9	96	0.9	-5	15	1
Cc1ccc(OCC(=O)N/N=C\c2ccc(O)cc2)c([N+](=O)[O-])c1	-6	3	0.077	5	1494	4	96	1	-1	9	1
O=C(Nc1cccc([N+](=O)[O-])c1)c1ccc(CSc2ccccc2)cc1	5	-5	nt	0	1581	4	99	1	3	2	1

A different layout for 4 compounds above:
> Cc1cc(N2CCN(C)CC2)n2cc(-c3ccc(F)cc3)nc2n1
  PPARg SRC-2 ag: 7
  bIAP inhibitor: 10
  ROMK mod: nt
  STAT1 inh: -3
  TR-FRET SRC-2 ct: 1494
  PPARg SRC3 recr: 9
  STAT3 act: 96
  bIAP activator: 0.9
  PPARg SRC1 recr: -5
  STAT3 inh: 15
  TNAP act hi DEA: 1

> CCN(CC)S(=O)(=O)c1cc(C(=O)c2nccn2C)ccc1Cl
  PPARg SRC-2 ag: 10
  bIAP inhibitor: -9
  ROMK mod: -0.0035
  STAT1 inh: 1
  TR-FRET SRC-2 ct: 1728
  PPARg SRC3 recr: 5
  STAT3 act: 100
  bIAP activator: 1.1
  PPARg SRC1 recr: 5
  STAT3 inh: 4
  TNAP act hi DEA: 1

> O=C([C@H](Cc1ccc(O)cc1)n1cc(CCO)nn1)N1CCNCC1
  PPARg SRC-2 ag: -2
  bIAP inhibitor: 2
  ROMK mod: nt
  STAT1 inh: 1
  TR-FRET SRC-2 ct: 1624
  PPARg SRC3 recr: -1
  STAT3 act: nt
  bIAP activator: 1
  PPARg SRC1 recr: 4
  STAT3 inh: nt
  TNAP act hi DEA: 1

> CCCCn1nnc(NC(=O)c2sc3cc(Cl)ccc3c2Cl)n1
  PPARg SRC-2 ag: 16
  bIAP inhibitor: 17
  ROMK mod: 0.19
  STAT1 inh: -8
  TR-FRET SRC-2 ct: 1902
  PPARg SRC3 recr: 21
  STAT3 act: 84
  bIAP activator: 0.8
  PPARg SRC1 recr: 11
  STAT3 inh: 22
  TNAP act hi DEA: 0.9

Going on with the list:
SMILES	PPARg SRC-2 ag	bIAP inhibitor	ROMK mod	STAT1 inh	TR-FRET SRC-2 ct	PPARg SRC3 recr	STAT3 act	bIAP activator	PPARg SRC1 recr	STAT3 inh	TNAP act hi DEA
COc1ccc(NC(=O)CSc2ccc(-c3cccs3)nn2)c(OC)c1	2	-3	0.82	0	1580	3	91	1	2	15	1
Cc1cccc(NC(=O)Cn2cc(C(=O)c3ccco3)c3ccccc32)c1	-2	7	nt	11	1687	11	95	0.9	-1	8	1.1
C/C(=N/NC(=O)c1ccncc1)C1=C(O)CC(C)(C)CC1=O	2	4	0.058	4	1671	3	89	1	11	20	1
O=C1OCC(CO)(CO)N=C1NNc1ccc(Cl)c(Cl)c1	8	4	0.012	4	1530	7	105	1	2	2	1
O=C(c1ccccc1-c1ccccc1)N1CCCC1	11	9	nt	5	1583	-2	101	0.9	10	0	1
O=C(/C=C/Nc1ccc(Oc2ccccc2Cl)cc1)c1ccco1	1	11	-0.21	-60	1516	3	105	0.9	2	-4	1
CC1CC(C)CN(C(=S)Nc2ccc(OC(F)F)cc2)C1 (centres undefined)	6	15	-0.017	-1	1596	3	98	0.8	2	5	1.1
CCOC(=O)c1ccc(NC(=O)NCc2ccncc2)cc1	4	-3	0.14	-2	1491	-16	95	1	6	8	1
COc1ccc(OC)c(S(=O)(=O)N(C)CC(=O)Nc2cc(Cl)ccc2OC)c1	-2	7	nt	6	1549	8	90	0.9	7	16	1
COC(=O)C(C)N(c1ccc(OC)cc1)S(C)(=O)=O (centres undefined)	-3	9	0.12	-2	1572	2	98	0.9	7	2	1
CCCSC1=N/C(=C\c2ccc([N+](=O)[O-])o2)C(=O)S1	-6	-12	0.025	-2	1409	3	101	1.1	13	7	0.9
Cc1ccc2c(c1)cc(CN(Cc1ccc3c(c1)OCO3)C(=O)c1ccccc1)c1nnnn12	-1	5	nt	-9	1502	3	107	0.9	-2	-3	1.1
Cn1c(N2CCC(C(N)=O)CC2)nc2c1c(=O)n(Cc1cccc(Br)c1)c(=O)n2C	-4	-4	nt	3	1402	-2	96	1	-1	8	1
CC1CCN(S(=O)(=O)c2csc(C(=O)Nc3ccccc3)c2)CC1	11	16	-2.4	5	1681	4	89	0.8	6	13	1
Cc1ccc(NC(=O)CSc2ccc(-c3ccc4c(c3)OCO4)nn2)cc1F	1	3	nt	3	1503	-4	104	1	2	-1	1
CCn1ncc(Cl)c1C(=O)Nc1cc(Cl)ccc1Cl	3	-3	nt	-7	1568	2	95	1	0	10	1
Cc1nc2ncnn2c(N2CCN(S(=O)(=O)c3ccc(Br)cc3)CC2)c1C	3	0	-0.28	1	1520	-1	95	1	1	11	1
O=C(O)C1CC=CCC1C(=O)Nc1cccc(Cl)c1Cl (centres undefined)	-9	4	-0.085	7	1467	-6	121	1	-1	-19	1.1
Nn1c(COc2ccccc2)nnc1SCC(=O)O	2	8	nt	-2	1411	-9	98	0.9	-2	9	1
C=CCn1c(Cc2ccc(OC)cc2)nnc1SCC(=O)c1cccc([N+](=O)[O-])c1	5	5	nt	12	1399	7	91	0.9	5	16	1
COc1ccc(C(=O)N2CCN(S(=O)(=O)c3ccc(F)cc3)CC2)cc1OC	9	-6	nt	10	1641	8	99	1.1	16	8	1
CCn1c(-c2ccccc2)c(C(=O)O)c2ccccc21	4	-3	nt	-6	1357	8	108	1	2	1	1.1
CSc1ccc(-c2nnn(Cc3ccccn3)n2)cc1	-4	8	nt	-43	1517	-5	112	0.9	2	-9	1.1
CCCn1c2ccccc2c2nnc(SCC(=O)OCC)nc21	3	8	-0.65	3	1457	6	90	0.9	4	13	1.1
COC(=O)c1ccc(N2CCN(c3ccccc3)CC2)c(NC(=O)C2CC2)c1	-4	9	nt	10	1402	-2	107	0.9	-1	3	1
CCOC(=O)CCCc1c[nH]c2ccccc12	1	-2	nt	-14	1540	10	87	1	3	19	1
O=C(Cn1nc(Cc2cccnc2)c2ccccc2c1=O)N1CCN(C(=O)c2ccco2)CC1	5	-2	nt	2	1636	10	102	1	-2	6	1.1
Cc1cccc(C)c1-n1c(C)cc(/C=N\NC(=O)CC(=O)NC2CCCCC2)c1C	12	43	nt	-5	1731	5	106	0.6	6	-8	1.1
Cc1ccccc1-n1c(SCC(=O)N2CCN(c3ccccc3)CC2)nnc1-c1ccncc1	5	5	nt	15	1389	6	109	1	10	-6	1
O=C(CSCC(=O)N1CCOCC1)Nc1nc(-c2ccc3c(c2)OCO3)cs1	0	-4	nt	-12	1666	8	107	1	8	-4	1

Sorted by length of the SMILES (smallest number first): part of the list above.
SMILES	PPARg SRC-2 ag	bIAP inhibitor	ROMK mod	STAT1 inh	TR-FRET SRC-2 ct	PPARg SRC3 recr	STAT3 act	bIAP activator	PPARg SRC1 recr	STAT3 inh	TNAP act hi DEA
Nn1c(COc2ccccc2)nnc1SCC(=O)O	2	8	nt	-2	1411	-9	98	0.9	-2	9	1
CCCn1c2ccccc2c2nnc(SCC(=O)OCC)nc21	3	8	-0.65	3	1457	6	90	0.9	4	13	1.1
CCCCn1nnc(NC(=O)c2sc3cc(Cl)ccc3c2Cl)n1	16	17	0.19	-8	1902	21	84	0.8	11	22	0.9

Not a hit list (roughly 3.7% active in at least one column).
